Screens from PubChem.
NALP1 yeast inh – inhibitors of NALP1 inflammasome in yeast; S. cerevisiae NALP1/ASC/caspase-1 growth, X-gal OD620, 72 h; 280,000 compounds, 0.61% hits; AID 2071; inhibition, % at 10 µM; in the data active = inhibition mostly above about 24%, no sharp cut-off; inactive = mostly below about 32%; also: some compounds called inactive have numbers as strong as hits
OXTR potentiate – human OXTR potentiation | P30559 | CHO-OTR cells, Fluo-8 calcium fluorescence, potentiator mode; 0% = oxytocin EC15, 100% = EC100 | activation, % at 3 µM | 320,000 compounds, 0.061% hits;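 active = activation above that plate's cutoff, the mean activation of tested compounds plus 3 SD, cut at about 6.6% in these data, passing the limit was not always enough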;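 also: 100% uses oxytocin at 75 nM as the full agonist control; some results filed as inactive read as strong as hits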
Target sequence (P30559 whole entry, looked up): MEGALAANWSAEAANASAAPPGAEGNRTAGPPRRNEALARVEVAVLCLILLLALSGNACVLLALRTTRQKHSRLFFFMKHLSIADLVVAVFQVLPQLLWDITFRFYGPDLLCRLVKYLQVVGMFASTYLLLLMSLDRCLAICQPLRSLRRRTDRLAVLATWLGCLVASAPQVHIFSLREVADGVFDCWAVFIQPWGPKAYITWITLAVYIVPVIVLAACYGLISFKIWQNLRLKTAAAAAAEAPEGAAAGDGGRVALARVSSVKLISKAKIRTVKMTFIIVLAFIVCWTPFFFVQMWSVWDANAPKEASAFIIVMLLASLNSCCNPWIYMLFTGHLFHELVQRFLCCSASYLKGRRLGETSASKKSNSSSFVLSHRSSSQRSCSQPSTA
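Dosing: Single dose, 3.0 µM nominal final compound concentration | Material: Human OTR in CHO cells | Technique: Kinetic Fluo-8 calcium fluorescence | Benchmarks: EC15 oxytocin alone as 0%, 75 nM oxytocin as 100% | Probe or stimulus: Oxytocin at about EC15, sub-maximal agonist stimulus | Incubation: Compound 6 min at room temperature before oxytocin, 100 s read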
MEKK2wt PB1 HTS – raises or lowers MEK5 binding to wildtype human MEKK2 PB1 domain | Q9Y2U5 | bead flow cytometry, Alexa488-MEK5 binding to MEKK2 WT; actives lie on both sides | binding response (% of control), % at 10 µM | 290,000 compounds, 1.1% hits | AID 1531; in the data active = binding response below about 67% or above about 130%
OXTR ag – activates the human oxytocin receptor; P30559; CHO-OTR cells, Fluo-8 calcium fluorescence; normalized: DMSO 0%, oxytocin 100%; activation, % at 3 µM; 320,000 compounds, 0.32% hits; AID 2435;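 active = activation above the mean of all tested compounds plus 3 SD, cutoff set per screening run, cut at about 20% in these data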;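 also: peak over basal fluorescence ratio from a 100 s FLIPR kinetic read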
PfM18AAP inh – blocks P. falciparum M18 aspartyl aminopeptidase | 290,000 compounds, 1.2% hits | recombinant PfM18AAP, H-Glu-NHMec fluorogenic cleavage | inhibition, % at 7.35 µM;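 active = inhibition above the campaign mean inhibition over all tested compounds plus 3 SD, cut at about 28% in these data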;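 also: 0% = plate median of test compound wells and 100% = 2 mM ZnCl2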
MEKK2 mut-MEK5 – signal of MEK5 binding to mutant human MEKK2 PB1 domain. 290,000 compounds, 0.35% hits. AID 1530. bead flow cytometry, Alexa488-MEK5 binding to MEKK2 mutant. percent response, % at 10 µM; in the data active = percent response above about 24%, passing the limit was not always enough; also: inactives centre near 1; some results filed as inactive read as strong as hits
V1R ag counter – activates human V1a receptor in oxytocin agonist counter-screen. CHO-V1R cells, Fluo-8 calcium fluorescence, agonist mode; 0% DMSO, 100% 3 nM vasopressin. activation, % at 3 µM. 320,000 compounds, 0.25% hits. P37288. AID 2797;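 active = activation above the mean activation of all tested compounds plus 3 SD, per screening run, cut at about 20% in these data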;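 also: signal is peak over basal fluorescence ratio across a 100 second FLIPR read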
GPR7 antag – human neuropeptides B/W receptor 1 antagonism | P48145 | GPR7-expressing cells, fluorescence antagonist assay | inhibition, % at 4.4 µM | 290,000 compounds, 1.1% hits | AID 1861; in the data active = inhibition above about 16%, passing the limit was not always enough;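 also: cells stimulated with the agonist NPW; 0% = agonist with vehicle and 100% = vehicle without agonist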
Target sequence (P48145 whole entry, looked up): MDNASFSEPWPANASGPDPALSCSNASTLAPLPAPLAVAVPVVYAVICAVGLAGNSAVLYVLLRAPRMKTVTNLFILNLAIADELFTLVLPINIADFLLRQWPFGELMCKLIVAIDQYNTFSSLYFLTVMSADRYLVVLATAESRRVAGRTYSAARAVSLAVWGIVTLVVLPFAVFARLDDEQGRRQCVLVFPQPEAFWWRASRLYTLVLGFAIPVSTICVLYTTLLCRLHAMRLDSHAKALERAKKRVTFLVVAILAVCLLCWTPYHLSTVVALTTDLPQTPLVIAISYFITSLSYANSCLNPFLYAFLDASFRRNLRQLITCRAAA
GalR3 antagonist – human GalR3 antagonism; O60755; HEK293 GalR3-CNG cAMP membrane potential fluorescence; galR3 body fused to GalR1 C-terminus; inhibition, % at 3 µM; 360,000 compounds, 0.44% hits;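 active = inhibition above the screen-wide average plus 3 SD, cut at about 13% in these data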;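 also: forskolin and galanin both at EC90 stimulate the cells; cAMP rise reported by CNG channel membrane potential dye signal; 0% = forskolin plus galanin with DMSO and 100% = forskolin alone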
Target sequence (O60755 1-299 limits assumed): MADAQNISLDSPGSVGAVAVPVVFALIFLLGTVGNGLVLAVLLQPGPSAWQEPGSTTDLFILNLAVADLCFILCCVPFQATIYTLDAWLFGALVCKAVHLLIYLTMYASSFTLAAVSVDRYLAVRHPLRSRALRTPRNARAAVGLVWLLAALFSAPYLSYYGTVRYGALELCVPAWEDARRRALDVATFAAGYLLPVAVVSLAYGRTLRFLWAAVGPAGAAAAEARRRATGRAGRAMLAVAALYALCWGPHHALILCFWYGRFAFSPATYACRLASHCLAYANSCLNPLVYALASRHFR
* marks the source's active call; other numbers are inactive results; nt = not tested or not shown.

Order of values – NALP1 yeast inh	OXTR potentiate	MEKK2wt PB1 HTS	OXTR ag	PfM18AAP inh	MEKK2 mut-MEK5	V1R ag counter	GPR7 antag	GalR3 antagonist
1. O=C(Cn1nnc2ccccc21)c1ccccc1
 : 24	-11	103	-0.2	-4	2	0.1	-6	-3
2. Cc1cc(C)c(C)c(S(=O)(=O)N2C(=S)NC(=O)C2CC(C)C)c1C (configuration not stated)
 : 15	2	98	-0.7	-1	13	8.1	-3	-2
3. CCC(C)Nc1nc(OCC(F)(F)F)nc(OCC(F)(F)F)n1 (configuration not stated)
 : -1	-3	93	-1.8	7	-3	-0.8	-2	-4
4. Cc1cc(NC(=O)COC(=O)CC2CCCC2)c([N+](=O)[O-])cc1C
 : 15	1	105	-1.5	0	4	-1.4	-25	-2
5. Cc1ccn2c(/C=N/OCc3ccc(F)cc3)c(-c3ccc(Cl)cc3)nc2c1
 : -2	-10	106	-0.3	1	-2	0.8	-16	2
6. CCC1CCCCN1Cc1nc(Cc2ccccc2Cl)no1 (configuration not stated)
 : -14	3	88	0.0	2	-15	-0.1	-1	2
7. CC(C)NC(=O)c1onc(CSc2ccc(Cl)cc2)c1C(=O)NC(C)C
 : 1	-6	103	-2.5	nt	2	-0.4	nt	-4
8. O=C(CN1CCN(S(=O)(=O)c2ccc(F)cc2)CC1)Nc1cc(C(F)(F)F)ccc1Cl
 : 11	-16	95	-0.1	1	-2	1.9	-11	1
9. Cc1nnc2ccc(-c3ccc(NS(=O)(=O)c4ccccc4F)cc3)nn12
 : nt	3	nt	1.8	nt	nt	2.4	nt	-4
10. CCCn1c(SCC(=O)Nc2cccc(F)c2)nc(O)cc1=O
 : nt	-12	nt	7.7	nt	nt	26*	nt	3
11. Cc1cccc(C)c1NC(=O)NN(C(=O)c1ccccc1)C(C)(C)C
 : 36	-1	100	0.1	4	-2	0.5	1	-2
12. Cc1nc(SCC(=O)NC(=O)NC2CCCCC2)nc(C)c1C
 : -3	5	105	-1.4	19	6	-1.0	-10	3
13. COc1cc(/C=N/NC(=O)CNC(=O)c2cccs2)ccc1O
 : -13	4	101	0.9	-2	-1	0.3	-3	-4
14. COc1ccc(N(CC(=O)Nc2cc([N+](=O)[O-])ccc2C)S(C)(=O)=O)cc1OC
 : 2	-4	103	-0.4	-2	-1	0.6	-6	-2
15. O=C(CSc1ccc(-c2ccccc2)nn1)NCc1ccco1
 : 10	-7	93	0.4	4	4	-0.2	-11	-3
16. CC1CCN(c2nc3c(c(=O)[nH]c(=O)n3C)n2CCCc2ccccc2)CC1
 : nt	-3	118	-1.8	1	6	-0.9	-7	3
17. Cc1ccc(NC(=O)CN2CCC(C(N)=O)CC2)cc1[N+](=O)[O-]
 : -13	-7	95	-0.2	2	-1	-1.3	-6	-2
18. FC(F)(F)c1cccc(N2CCN(Cc3ccoc3)CC2)c1
 : 12	4	113	-1.8	-9	6	0.3	-6	nt
19. Cn1cc(CN2CCC(C(O)CCc3ccccc3)CC2)c(-c2ccccc2F)n1 (configuration not stated)
 : 0	-9	117	1.3	-5	17	0.6	-12	-3
20. O=C(CSc1nnc(NC2CCCCC2)s1)NC1CCS(=O)(=O)C1 (configuration not stated)
 : 33	-6	98	0.1	-3	-5	0.7	-2	-3
21. Cc1nc2c(Cl)cc(Cl)cc2[nH]1
 : -4	-17	97	-1.0	-2	-2	1.4	9	-3
22. COc1ccc(N(C)C(=O)CCS(=O)(=O)c2cccc3nonc23)c(OC)c1
 : -3	-10	98	-1.7	3	3	-1.5	4	-5
23. Nc1nc(CSc2n[nH]c(-c3ccccc3)n2)nc(Nc2ccccc2)n1
 : 14	-10	104	8.1	-4	4	3.7	-12	-3
24. CCc1ccc2nc3sc(C(=O)Nc4nnc(CC)s4)c(N)c3cc2c1
 : 1	-2	88	3.6	3	2	3.2	-12	-3
25. CCOC(=O)c1ccccc1NC(=O)Cn1cnc2c(nnn2-c2ccc(C)cc2)c1=O
 : nt	-2	111	-0.7	5	7	0.6	-13	nt
26. Cc1cc(C)cc(-n2c(C)cc(/C=N\NC(=O)COc3cccc4cccnc34)c2C)c1
 : 27	-13	90	0.6	15	-2	0.9	-1	-2
27. O=S(=O)(Nc1ccc(-c2ccc3nncn3n2)cc1)c1cc(F)ccc1F
 : nt	6	nt	0.5	nt	nt	-0.5	nt	3
28. Cc1cc(C)c2c3c(sc2n1)C(=O)N(C)CC(=O)N3
 : 7	2	109	0.9	-1	8	1.2	-1	-4
29. Cc1ccc(S(=O)(=O)/N=C(/Nc2ccccc2C)c2ccccc2)cc1
 : nt	-4	nt	-1.7	nt	nt	-1.1	nt	-4
30. CC(=O)Nc1ccc(S(=O)(=O)N2CCSC2c2ccco2)cc1 (configuration not stated)
 : 14	1	97	4.2	-1	8	2.5	-15	-3
31. Cc1ccc(CC(NC(=O)c2ccccc2)C(=O)NCC(=O)O)cc1 (configuration not stated)
 : 20	-1	110	-0.2	8	7	0.4	-7	-7
32. COc1ccc(-c2nc(=S)c3c([nH]2)Oc2ccc(C)cc2C3)cc1O
 : 13	-7	92	0.1	10	-2	0.5	-5	1
33. COc1ccccc1CNC(=O)c1cc2c(s1)CS(=O)(=O)C2
 : nt	-7	94	0.3	2	-4	1.3	2	1
34. CC(=O)c1ccc(NC(=O)CN(C)CC(=O)Nc2cccc(F)c2)cc1
 : -12	-2	107	1.1	5	6	1.1	1	2
35. O=C(CN1CCN(Cc2ccccc2)CC1)N/N=C/c1ccco1
 : 32	-1	98	-0.3	9	-4	1.0	-19	1
36. Cc1nn2c(N3CCN(CCO)CC3)c3c(nc2c1-c1ccccc1)CCCC3
 : 2	0	126	6.0	-3	10	-0.8	9	-7
37. CC(C)CC(OC(=O)c1ccco1)C(=O)NCC1CCCO1 (configuration not stated)
 : 3	-8	95	0.4	-16	-4	0.0	-11	0
38. COc1cc(NC(=S)N2CCN(C(=O)C3CCCO3)CC2)c(OC)cc1Cl (configuration not stated)
 : 18	-2	110	-0.4	15	4	0.1	-4	-6
39. Cc1cc(NC(=O)NC(C(F)(F)F)C(F)(F)F)no1
 : -5	0	102	1.2	5	4	0.3	-17	-5
40. CCS(=O)(=O)N1CCCC(C(=O)NC2CCC(C)CC2)C1 (configuration not stated)
 : 1	1	101	0.5	-6	-2	0.8	-5	-2
41. COc1ccc(CC(=O)Nc2cc(C)on2)cc1
 : 6	-2	102	-0.6	-4	4	0.0	9	-3
42. O=C(c1cccs1)c1coc2ccc(O)c(CN(CCO)CCO)c12
 : -57	1	95	-0.1	3	-2	-1.1	-5	3
43. O=[N+]([O-])c1cccc(S(=O)(=O)N2CCN(c3ccccn3)CC2)c1
 : 2	-7	111	-0.1	-4	9	0.4	-1	-5
44. O=C(COC(=O)c1ccccc1NCCO)Nc1cccc(S(=O)(=O)NC2=NCCCCC2)c1
 : nt	-3	nt	-0.1	nt	nt	-0.2	nt	-2
45. COc1ccccc1NC(=O)[C@@H]1CCCN1S(=O)(=O)c1ccc(Cl)cc1
 : nt	0	nt	-1.4	nt	nt	-0.9	nt	-6
46. CCCc1cc(=O)oc2c(CN3CCCC3)c(O)c(Cl)cc12
 : 2	-1	102	1.4	2	-1	0.1	-13	-3
47. CCC(CO)Oc1cc(NCc2ccc(C(F)(F)F)cc2)c2ncn(C(C)C)c2c1 (configuration not stated)
 : nt	-3	nt	1.8	nt	nt	4.5	nt	-7
48. COc1ccc(N(CC(=O)NCc2ccccc2)S(=O)(=O)c2c(C)n[nH]c2C)cc1
 : 23	-13	99	-0.8	-6	-3	-0.2	-4	3
49. CC(=O)Nc1cccc(/C(C)=N/NC(N)=S)c1
 : -12	-6	99	0.3	9	0	2.0	-5	0
50. O=C(/C=C/c1cccc([N+](=O)[O-])c1)N1CCN(Cc2ccccc2)CC1
 : 13	-4	97	-1.4	4	-10	1.5	34	-11
51. Cc1cccc(C)c1OCC(=O)Nc1ccccc1N1CCCCC1
 : 8	-14	107	-0.9	-16	7	-0.7	-27	1
52. N#Cc1cccc(NC(=O)Cn2cnc(S(=O)(=O)N3CCc4ccccc43)c2)c1
 : -5	4	103	0.7	-2	3	0.7	-5	nt
53. O=C(c1ccc2c(c1)N(Cc1ccc(F)cc1)C(=O)c1ccccc1S2(=O)=O)N1CCN(c2ccccn2)CC1
 : 9	-8	100	0.3	-3	-2	1.6	-3	-7
54. Cc1ccc(C2(c3noc(CN4CCC(C(=O)N5CCOCC5)CC4)n3)CCCC2)cc1
 : 6	-2	90	-1.6	1	-6	-0.4	-2	-3
55. Clc1ccc(-c2nc3ccccc3n2OCc2ccccc2)cc1
 : -3	2	105	-0.6	4	1	-0.2	-3	-6
56. CN(C)c1cccc2c1c(NC(=O)Nc1ccccc1)nn2C
 : 2	5	106	-2.2	4	4	-2.0	-7	0
57. CN(C)S(=O)(=O)c1ccc(Cl)c(NC(=O)CN2C(=O)NC3(CCc4ccccc43)C2=O)c1 (configuration not stated)
 : nt	-3	nt	-1.1	nt	nt	0.1	nt	-6
58. Cc1nc2sc(C(c3cccs3)N3CCOCC3)c(O)n2n1 (configuration not stated)
 : 18	-2	102	1.0	-3	7	0.9	9	nt
59. COc1ccc(S(=O)(=O)N2CCCC2)c2ccccc12
 : -23	-4	106	-1.8	-7	0	-1.1	0	-8
60. O=C(Nc1nnc(SCc2ccc(F)cc2)s1)c1ccc2c(c1)C(=O)N(c1ccccc1Cl)C2=O
 : -19	-7	96	-0.1	4	-1	0.4	-21	-3

Reprinted from the part before: two compounds; new compounds follow.
Order of values – NALP1 yeast inh	OXTR potentiate	MEKK2wt PB1 HTS	OXTR ag	PfM18AAP inh	MEKK2 mut-MEK5	V1R ag counter	GPR7 antag	GalR3 antagonist
59. COc1ccc(S(=O)(=O)N2CCCC2)c2ccccc12
 : -23	-4	106	-1.8	-7	0	-1.1	0	-8
60. O=C(Nc1nnc(SCc2ccc(F)cc2)s1)c1ccc2c(c1)C(=O)N(c1ccccc1Cl)C2=O
 : -19	-7	96	-0.1	4	-1	0.4	-21	-3
61. Cc1cccc(NC(=S)NCCc2ccccc2)c1C
 : 13	0	105	-2.7	7	3	-1.4	-5	-10
62. CCOC(=O)CC(NC(=O)Cn1nnc(-c2ccccc2Cl)n1)c1ccc(OC)cc1 (configuration not stated)
 : 8	-17	94	15	0	-7	17	20*	-7
63. COc1cc2nc(Cl)nc(N3CCOCC3)c2cc1OC
 : 4	-17	99	-1.0	4	2	-0.8	0	-4
64. Cc1cc(NC(=O)c2ccccc2)n(C)n1
 : 13	-17	103	-0.4	-5	4	0.6	-4	-10
65. Cc1c(Cl)cccc1NC(=O)CCN1CCCCCC1
 : 3	-11	114	0.8	6	4	-0.8	-10	-4
66. CCCN(Cc1cc2cc(OC)ccc2[nH]c1=O)C(=O)c1ccncc1
 : 22	-16	108	1.8	-2	9	-0.2	6	1
67. Cc1cc(=O)[nH]c(Nc2ccccc2C)n1
 : 23	6	103	1.4	4	8	0.8	4	-10
68. CN(C(=O)c1cccc(N2C(=O)C3C4C=CC(C4)C3C2=O)c1)C1CCCCC1 (configuration not stated)
 : 5	-4	100	0.7	3	2	0.2	3	0
69. COc1ccccc1NC(=O)C(NC(=O)OC(C)(C)C)C(C)OCc1ccccc1 (configuration not stated)
 : 8	1	109	-0.6	5	6	-1.0	-15	nt
